# Screens (PubChem)
# ZTA counter: ZTA (EBV) inhibition in EBNA-1 counter-screen. P03206. ZTA-DNA binding, fluorescence polarization. 320,000 compounds, 0.15% hits. inhibition, % at 11 µM; in the data active = inhibition above about 33%
# core dimer inh: HCV core protein dimerization inhibition | TR-FRET GST/Flag-core106 dimerization, 1536-well | inhibition, % at 5 µM | 300,000 compounds, 0.33% hits | AID 1899;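 active = inhibition above the mean of all tested compounds plus 3 SD, set per screening campaign, cut at about 45% in these data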
#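 Assay system: tagged HCV core106 pair (GST and Flag); medium: KF-containing HEPES buffer, pH 7.45, DTT, CHAPS, BSA; also added: Eu donor and XL665 acceptor anti-tag antibodies; dosing: 5 µM single dose; timing: compound-protein-antibody incubation 4 h at 22.5 °C; signal: TR-FRET 671 and 617 nm emission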
# CTSL1 counter: cathepsin L1 inhibition, PFM18AAP counter-screen; inhibition, % at 5.96 µM; 300,000 compounds, 0.49% hits; recombinant F. hepatica cathepsin L1, Z-Leu-Arg-MCA fluorescence;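 active = inhibition above the mean of all tested compounds plus 3 SD, set per screening campaign, cut at about 17% in these data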;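 note: 0% = plate median of test compound wells and 100% = 1 µM Z-Phe-Ala-diazomethylketone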
# PP1 inh: PP1-alpha (human) inhibition in PP5 counter-screen. purified PP1alpha, OMFP fluorescence. P62136. 320,000 compounds, 0.9% hits. inhibition, % at 6.7 µM;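 active = inhibition above the mean inhibition of all tested compounds plus 3 SD, computed separately for each screening campaign, cut at about 15% in these data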
# Target sequence (P62136 whole entry, looked up): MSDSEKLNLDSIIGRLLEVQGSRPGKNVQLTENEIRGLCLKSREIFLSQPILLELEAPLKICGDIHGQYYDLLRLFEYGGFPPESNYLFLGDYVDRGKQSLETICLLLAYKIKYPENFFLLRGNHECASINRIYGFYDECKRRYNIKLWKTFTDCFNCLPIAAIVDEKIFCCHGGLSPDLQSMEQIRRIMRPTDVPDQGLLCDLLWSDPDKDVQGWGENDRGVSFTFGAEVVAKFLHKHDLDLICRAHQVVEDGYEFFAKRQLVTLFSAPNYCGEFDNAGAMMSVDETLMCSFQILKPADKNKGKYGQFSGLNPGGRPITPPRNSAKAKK
# PREPL inhibitor: inhibits the human prolyl oligopeptidase-like enzyme. Q4J6C6. recombinant PREPL, fluorescence polarization activity-based probe. inhibition, % at 5.96 µM. 320,000 compounds, 0.68% hits; in the data active = inhibition above about 43%;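 note: 0% = enzyme with DMSO and 100% = wells lacking enzyme; many of its hits are not listed in these tables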
# Target sequence (Q4J6C6 whole entry, looked up): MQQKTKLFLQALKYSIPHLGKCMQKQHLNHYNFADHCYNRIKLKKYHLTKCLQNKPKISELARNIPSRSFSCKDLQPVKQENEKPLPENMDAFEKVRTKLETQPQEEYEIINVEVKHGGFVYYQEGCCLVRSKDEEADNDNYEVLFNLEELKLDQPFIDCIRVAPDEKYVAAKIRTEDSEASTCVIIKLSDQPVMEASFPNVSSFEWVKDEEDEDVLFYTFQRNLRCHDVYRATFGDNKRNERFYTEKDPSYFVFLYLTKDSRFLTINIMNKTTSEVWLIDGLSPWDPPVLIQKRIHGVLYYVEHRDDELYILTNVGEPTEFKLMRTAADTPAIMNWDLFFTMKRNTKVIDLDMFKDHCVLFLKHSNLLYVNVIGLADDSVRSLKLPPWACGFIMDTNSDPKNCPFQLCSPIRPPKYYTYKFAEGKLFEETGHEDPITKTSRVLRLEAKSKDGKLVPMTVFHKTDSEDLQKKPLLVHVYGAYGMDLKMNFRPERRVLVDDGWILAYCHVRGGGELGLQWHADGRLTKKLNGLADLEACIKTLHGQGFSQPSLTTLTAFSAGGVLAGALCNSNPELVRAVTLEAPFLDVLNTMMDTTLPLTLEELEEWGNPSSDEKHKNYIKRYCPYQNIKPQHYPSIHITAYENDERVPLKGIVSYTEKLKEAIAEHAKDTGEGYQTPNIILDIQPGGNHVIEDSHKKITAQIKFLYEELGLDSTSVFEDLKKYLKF
# TPT1 inhibitor: C. albicans TPT1 enzyme inhibition; recombinant caTPT1, FP RNA substrate dephosphorylation; inhibition, % at 5 µM; 300,000 compounds, 0.81% hits;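 active = inhibition above the mean of all tested compounds plus 3 SD, set per screening campaign, cut at about 24% in these data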;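 note: plate controls were DMSO alone for no effect and ferristatin control at 100 nM for full effect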
# PP5 primary: PP5 (human) phosphatase inhibition | P53041 | purified PP5c, OMFP substrate fluorescence | inhibition, % at 6.7 µM | 320,000 compounds, 0.18% hits | AID 1987;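 active = inhibition above the campaign's mean inhibition across all tested compounds plus 3 SD, cut at about 9.5% in these data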;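 note: 0% = DMSO only and 100% = 100 µM cantharidin control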
# Efflux pump inh: antifungal efflux pump inhibition, Nile Red retention | S. cerevisiae Candida pump triplex | inhibition, % at 10 µM | 330,000 compounds, 0.44% hits | AID 485275;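 active = plate passing quality check with inhibition over a set limit, or well fluorescence over plate mean plus 4 SD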;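 note: Nile Red retained in pooled yeast measured as flow cytometry median fluorescence; 0% = buffer negative control and 100% = Enniatin B positive control; higher means more Nile Red kept so more efflux inhibition; some compounds called inactive have numbers as strong as hits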
# EBNA-1 inh: blocks EBNA-1 binding to DNA; 300,000 compounds, 0.34% hits; inhibition, % at 14.8 µM; EBNA-1 DNA binding, fluorescence polarization; in the data active = inhibition above about 28%
# * hit, by the source's call; nt = not tested or not shown.
SMILES,ZTA counter,core dimer inh,CTSL1 counter,PP1 inh,PREPL inhibitor,TPT1 inhibitor,PP5 primary,Efflux pump inh,EBNA-1 inh
Cc1nn(C)cc1/C=C1\SC(=S)NC1=O,2,-3,1,-5,-7,-1,2.3,0.0,-3
COC(=O)c1sccc1NC(=O)c1ccc2c(c1)OCO2,3,4,1,-3,2,0,2.9,0.2,3
CC(C)(O)c1cn(-c2nonc2N)nn1,-2,4,-4,-5,-6,-4,4.1,-0.1,-1
CCc1ccc(-n2c(SCC(=O)Nc3cccc(S(=O)(=O)NC4=NCCCCC4)c3)nc3ccccc3c2=O)cc1,3,23,9,10,-5,0,0.4,0.0,15
S=C(NCCCN1CCOCC1)Nc1ccc(-c2nc3ccccc3[nH]2)cc1,-4,-3,1,-5,1,-2,-0.9,-0.1,5
O=C(CCl)Nc1cccc(CP(=O)(c2ccccc2)c2ccccc2)c1,1,8,72*,-4,-10,2,-0.8,-0.1,-5
COc1cc(CC(NC(C)=O)C(=O)NC2CCN(c3nc(C)cc(C)c3C#N)CC2)cc(OC)c1 (stereo not drawn),5,2,0,-2,0,2,-3.5,-0.2,5
COc1cccc(C(=O)/C=C/Nc2ccc(S(=O)(=O)Nc3ncccn3)cc2)c1,-6,0,5,5,1,-1,-1.0,0.0,5
COc1cccc(N2CCN(Cc3nc(N)nc(Nc4ccccc4OC)n3)CC2)c1,-3,-2,3,-5,-2,2,-1.4,-0.1,12
CN(c1ccccc1)c1nc(N)c([N+](=O)[O-])c(NCc2ccccc2)n1,3,0,1,0,-11,1,1.3,-0.1,-12
CN1CCCCc2c1[nH]c1ccccc1c2=O,-16,-2,1,2,9,-5,2.6,0.0,12
CC(C)(C)c1ccc(-c2c(C#N)c(N)nc3c2CCCC3)s1,-15,26,4,0,-2,0,3.3,-0.1,-1
CCCCCN(C(=O)NC(=O)Nc1ccc(C)cc1)S(=O)(=O)c1ccccc1,17,5,-4,-2,0,-3,-0.9,0.1,8
COc1cc(/C=C2/OC(=O)c3cc([N+](=O)[O-])ccc32)cc(OC)c1OC,-16,1,-4,2,13,15,2.4,0.2,-13
C/C(=N\NC(=O)CCn1nnc2ccccc21)c1ccco1,13,-1,-4,-3,-2,1,-0.6,-0.1,1
C=Cn1ccnc1P(=S)(c1ccc2c(c1)c1ccccc1n2CC)c1nccn1C=C,2,6,0,0,1,-1,3.3,0.1,1
CCCC(=O)Nc1ccc(C(=O)Nc2ccc([N+](=O)[O-])cc2OC)cc1,11,4,-1,-2,4,-8,2.5,0.0,7
CN(C(=O)c1cc(S(=O)(=O)N2CCCCC2)c[nH]1)C1CCCCC1,-9,-2,-1,-1,-3,1,0.7,0.1,-2
CC(C)=CCN1CCN(Cc2ccc(C#CC(C)(C)O)cc2)CC1CCO (stereo not drawn),18,-1,-2,-2,-2,-2,-0.1,0.0,-5
CCCn1c(=O)c(C(=O)NCc2ccccn2)c(O)c2ccccc21,-7,-9,-7,6,-37,-4,2.0,-0.2,-14
CC(CCc1ccccc1)NC(=O)C1CC1 (stereo not drawn),3,1,-1,-2,1,-2,-3.8,0.1,-3
COCc1c(N)c(C)nc(Cl)c1C#N,-3,-13,6,15,-8,19,1.0,-0.1,-10
COc1ccc(CNc2ccc(-c3ccc(OC)cc3)nn2)cc1,9,6,4,1,14,0,1.3,-0.2,4
Cc1occc1C(=O)N/N=C/C=C/c1ccccc1,-2,-5,9,-3,11,1,-0.6,0.0,-14
CC(C)c1ccc(NC(=O)COC(=O)COc2ccccc2)cc1,-11,-4,-10,4,-5,1,4.7,0.0,-2

# More entries.
SMILES,ZTA counter,core dimer inh,CTSL1 counter,PP1 inh,PREPL inhibitor,TPT1 inhibitor,PP5 primary,Efflux pump inh,EBNA-1 inh
CS(=O)(=O)N1CCCC(C(=O)Nc2ccccc2C(F)(F)F)C1 (stereo not drawn),-9,2,-3,0,-6,0,2.5,0.4,-9
Cc1cc(OCC(=O)OCC(=O)Nc2cc(C(F)(F)F)ccc2N2CCOCC2)ccc1Cl,12,-5,-1,2,20,-4,5.0,-0.1,5
COc1ccc(N2CCN(C(=O)NC(=O)c3ccc(Cl)cc3)CC2)cc1,-17,-13,-1,-1,10,0,2.4,0.2,-3
Nc1nc2n(n1)C(=O)CC(c1ccccc1)N2 (stereo not drawn),9,0,-3,-5,-2,-3,-0.3,0.0,-1
O=C(COC(=O)Cc1cn2ccsc2n1)Nc1nc2ccccc2s1,-4,8,-43,2,-19,0,3.3,0.0,9
Cc1nn(CC(=O)Nc2nnc(C(C)C)s2)c(=O)c2ccccc12,-11,14,2,-9,-7,-2,-2.3,0.0,3
O=C(NN1C(=O)C2C3C=CC(C4CC34)C2C1=O)c1ccc(Cl)cc1Cl (stereo not drawn),-4,-3,0,3,-5,2,3.4,0.3,-3
COc1ccc(C(=O)/C=C/Nc2ccc(S(N)(=O)=O)cc2)cc1OC,-2,-2,4,3,3,-1,0.0,-0.1,12
CCOC(=O)c1cnn(-c2cc(Oc3ccccc3C)ncn2)c1N,6,3,-2,-13,9,1,0.5,0.1,-2
Cc1ccc(S(=O)(=O)c2nnn3c2nc(Nc2cccc(C)c2)c2ccccc23)cc1,4,-3,-2,-1,4,0,1.9,0.0,4
Cc1cnc(NC(=O)c2cncc(Br)c2)s1,-19,-5,-3,-1,13,-5,3.1,-0.1,5
CCc1ccc(NC(=O)C2(C)Cc3ccccc3C(=O)O2)cc1 (stereo not drawn),19,1,-1,-2,-7,-5,1.2,0.0,3
CCCN(CCC)C(=O)c1ccc2c(c1)N(CC)C(=O)c1ccccc1S2(=O)=O,-19,0,-3,0,5,-19,0.6,0.2,-14
COc1ccc(-c2n[nH]c(C)c2-c2ccc(OC)c(OC)c2)c(O)c1,-8,4,-1,-2,8,4,5.2,0.1,-9
CC(C)Oc1ccccc1C(=O)NC(CO)C(=O)O (stereo not drawn),11,-4,-4,1,-3,-4,-3.2,-0.2,6
NC(=O)c1ccc(NC(=O)c2cnc3ccccc3n2)cc1,-5,2,-2,-5,3,-1,-1.6,0.0,-7
COc1ccc(-c2cc(-n3c(C(F)(F)F)nc4ccccc43)n(CCC#N)n2)cc1,-6,14,-2,2,13,-3,7.1,0.3,-6
COc1cccc(N=c2oc3ccccc3cc2-c2nc3ccccc3[nH]2)c1,-2,22,-2,2,17,-2,2.8,0.3,-23
COc1ccc(-n2nc(C(=O)NCC(=O)N3CCN(c4cccc(Cl)c4)CC3)c3ccccc3c2=O)c(OC)c1,10,25,1,3,16,-3,3.9,-0.2,6
c1ccc(-c2onc(-c3ccco3)c2-c2ccc3c(c2)OCO3)cc1,-2,-14,0,2,10,-3,2.2,-0.1,11
Cc1ccc2nc(C(O)C(O)c3nc4ccc(C)cc4[nH]3)[nH]c2c1 (stereo not drawn),-3,5,1,5,11,-3,0.2,-0.1,8
NS(=O)(=O)c1ccc2ccccc2c1,-4,-4,-1,-3,-3,-1,-1.7,0.0,15
O=c1[nH]c(SCCOc2ccccc2)nc2ccccc12,-12,7,0,-6,2,3,0.1,0.1,-13
O=C(NCCCCCCNC(=O)NCc1ccco1)NCc1ccco1,-12,-5,-6,-2,17,-4,0.2,-0.1,6
CCCc1ccccc1OCCNS(=O)(=O)c1cc2c(cc1C)OCC(=O)N2,-5,-27,0,0,0,-1,7.9,-0.1,-8

# Looked up above:
# `CC(C)Oc1ccccc1C(=O)NC(CO)C(=O)O` (stereo not drawn) @ core dimer inh: -4
# `Cc1cc(OCC(=O)OCC(=O)Nc2cc(C(F)(F)F)ccc2N2CCOCC2)ccc1Cl` @ ZTA counter: 12

# Following part
SMILES,ZTA counter,core dimer inh,CTSL1 counter,PP1 inh,PREPL inhibitor,TPT1 inhibitor,PP5 primary,Efflux pump inh,EBNA-1 inh
CCC(C)(C)C1CCC(NC(=O)c2ccc(S(=O)(=O)N3CCOCC3)cc2)CC1 (stereo not drawn),-10,nt,nt,0,8,nt,1.9,0.2,nt
CN1C(=O)/C(=C/c2ccc3c(c2)OCO3)N=C1c1ccccc1,1,-6,2,1,9,1,1.8,0.1,2
Cc1cccc(Nc2nc(-c3c(C)nc4ccccn34)cs2)c1,-14,-6,0,1,23,3,3.1,-0.1,0
Cc1cc2ccccn2c1C(=O)c1nc(NCc2ccccc2)ncc1Cl,-2,5,-1,2,6,2,5.0,0.1,-5
CC1=CC=CC2=N/C(=N\S(=O)(=O)c3ccc(F)cc3F)c3ccccc3CN12,18,6,0,-4,-9,-1,3.4,0.1,-1
CCn1c(Cc2ccccc2)nnc1SCC(=O)NC(C)(C)C,-4,6,0,-7,6,0,5.1,0.1,-8
Cc1cc(NC(=O)C2CCCO2)ccc1Br (stereo not drawn),-10,-8,-1,1,12,2,2.3,0.5,-9
Cc1cccc(NC(=O)C2(C)CC3c4ccccc4C2c2ccccc23)c1 (stereo not drawn),-17,3,-2,-1,0,-6,1.4,0.0,8
CCC(C)N(NC(C)=O)c1nc(Cl)nc(NC(C)C)n1 (stereo not drawn),8,2,-7,1,0,-1,1.8,0.1,-14
COc1ccc(C2CC(c3cccc(C)c3)n3nc(N)nc3N2)cc1 (stereo not drawn),-13,5,0,-5,55*,2,1.1,0.3,-3
O=C(NCc1nnc(SCC(=O)N2CCCc3ccccc32)o1)c1ccco1,10,-6,0,-3,1,0,0.4,0.3,-4
O=C(OCC(=O)N1CCc2ccccc21)c1c2c(nc3ccccc13)CCCC2,-2,15,2,3,-9,-4,3.1,0.0,7
COCCOC(=O)c1c(C)n(C)c2ccc(OC(=O)c3ccccc3OC)cc12,3,5,-5,-1,6,2,3.7,0.5,0
NC(=O)COC(=O)CC(NC(N)=O)c1ccc(Cl)cc1 (stereo not drawn),-3,-6,-1,4,6,2,-1.1,0.1,-8
Cc1nc(NC(=O)C2CC2)sc1C,7,4,5,-3,1,0,-1.6,-0.4,6
Cc1ccc(C(C)C)c(OCC(=O)NC2CCN(C)CC2)c1,4,-6,0,0,-8,-2,1.2,-0.4,4
CC(=O)Nc1ccc(OCC(O)Cn2cncn2)cc1 (stereo not drawn),7,-2,-1,3,0,0,1.0,0.3,-4
Cc1ccc(NS(=O)(=O)c2ccc3[nH]c(=O)[nH]c3c2)c(C)c1,-2,-3,0,-4,-13,-3,2.5,0.1,4
Cc1nn(-c2ccccc2)c(C)c1C(=O)OCC(=O)NC(=O)NC1CCCC1,0,5,6,2,-2,-4,0.5,0.1,-7
O=C(Nc1ccccn1)Nc1ccccc1[N+](=O)[O-],-11,5,5,0,3,-2,2.6,0.0,-10
COc1ccc([C@H]2C=C3CN(C(=O)OC(C)(C)C)S(=O)(=O)[C@H]3C[C@H]2OC(=O)c2ccc(C(F)(F)F)cc2)cc1,2,14,-1,1,6,-5,2.3,0.0,4
CN1C(=O)C(C)(C)c2cc(S(=O)(=O)N3CCN(c4ccc(F)cc4)CC3)ccc21,16,-3,-3,0,-83,0,0.0,-0.1,11

# Whole records, looked up by structure. Order of values: ZTA counter	core dimer inh	CTSL1 counter	PP1 inh	PREPL inhibitor	TPT1 inhibitor	PP5 primary	Efflux pump inh	EBNA-1 inh
# C=Cn1ccnc1P(=S)(c1ccc2c(c1)c1ccccc1n2CC)c1nccn1C=C as listed: 2	6	0	0	1	-1	3.3	0.1	1
# CC(C)(O)c1cn(-c2nonc2N)nn1 as listed: -2	4	-4	-5	-6	-4	4.1	-0.1	-1
# NC(=O)c1ccc(NC(=O)c2cnc3ccccc3n2)cc1 as listed: -5	2	-2	-5	3	-1	-1.6	0.0	-7

# These rows are one share of the data; rates above refer to the full screens.
